Screening results from PubChem.
ERK EGF inh: EGF-driven ERK pathway inhibition; HEK293-V1b, EGF-stimulated phospho-ERK AlphaScreen; Potency, µM (doses to about 11.5 µM), for the others: top-dose activity change, negative = inhibition, usual class: inhibitors; actives 0.41% (n = 130,000); AID 1454; active means well fitted inhibition curve with a large enough effect; inconclusive means small, poorly fitted or top-dose-only effect, or effect the other way;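 further: plate controls were stimulated vehicle wells for no effect and unstimulated vehicle basal for full effect; nearly all actives have a fitted effect of over 55% in size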
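Cell line HEK293 (stable V1b), low serum overnight. Pretreatment: compound 30 min, 37C. EGF 25 nM, 5 min. Detection: SureFire AlphaScreen, 5 h RT. AC50 via standard Hill equation.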
Active calls of the source: *; ? = inconclusive; & = joins results of further samples; [ ] = another dose, or the depositor's remark. Potency means the concentration at half of the fitted maximal effect. Only part of the results is shown (hit frequency here may not be typical).

SMILES	ERK EGF inh
Cc1ccc(N=C2NC(=O)/C(=C/c3cccnc3)S2)c(C)c1	-5%[57.5 µM]
O=[N+]([O-])c1ccc2oc(-c3ccccc3)nc2c1	2%
Cc1cn([C@H]2C=C[C@@H](CO)O2)c(=O)[nH]c1=O	11%
O=C1N/C(=N/N=C/c2ccc(O)cc2)SC1Cc1ccccc1 (centres undefined)	1%[57.5 µM]
O=C(CSc1ncccc1-c1nc2ccccc2[nH]1)N1CCc2ccccc21	8%
Cc1cccc(NC(=O)CCSc2ccccn2)c1	5%
CCOc1ccc(Oc2nc(C)cc(OC)n2)nn1	-5%
CCc1cc2cc(C)c(C)cc2nc1SCC(=O)Nc1cc(C)on1	-14%
NCCCCCCNS(=O)(=O)c1cccc2c(Cl)cccc12	4%&16%&-1%
O=C(NCc1ccco1)c1ccc(-c2ccc(Cl)cc2)o1	-38%
O=S(=O)(c1ccc(Cl)cc1)N(CCCN1CCOCC1)Cc1cccs1	-5%
Cc1ccc(S(=O)(=O)NCc2c(Cl)cccc2Oc2ccccc2)cc1	10%[57.5 µM]
CC1=NN(C(=O)c2ccc(Cn3ccc([N+](=O)[O-])n3)cc2)C(O)(C(F)(F)F)C1 (centres undefined)	7%
Nc1nc(Nc2ccccc2)nc(NCCO)c1[N+](=O)[O-]	-34%[57.5 µM]
COc1ccc(-c2csc(NC(=O)CCCc3cccs3)n2)cc1	-4%
c1ccc2c(c1)CCOC2CNCCCN1CCCCC1 (centres undefined)	-2%[57.5 µM]
O=C(C1CCCN(S(=O)(=O)c2cnc[nH]2)C1)N1CC(=O)N(CCc2ccccc2)C(=O)C1 (centres undefined)	4%
CCOC(=O)c1cc2c(nc1NC(=S)Nc1ccccc1)CC(C)(C)OC2	2%
O=C(O)c1cccnc1Nc1ccc(Cl)cc1	-5%
Cc1cccc(OCCC(=O)Nc2ccc(F)c(Cl)c2)c1	-4%
CCN1CCN(c2ccc(NC(=O)CCc3c(C)nc4c(-c5ccc(F)cc5)c(C)nn4c3C)cc2)CC1	-4%
c1ccc(CSc2nnc3ccc(-c4cccs4)nn23)nc1	3%
Cc1ccccc1OCC(=O)N1N=C(c2cccnc2)CC1(O)C(F)(F)F (centres undefined)	2%
Cc1cc2ccccc2n2c(SCC(=O)N3CCOCC3)nnc12	-5%
CN1C(=O)c2ccc(N(C)C)cc2C1=O	6%
Cc1ccc(C)c(NC(=O)c2cnc3n(c2=O)CCS3)c1	-5%
O=C(O)C1CSC(c2coc3ccccc3c2=O)N1 (centres undefined)	-2%
COc1ccc(C2(O)CCN(CC(=O)Nc3nc(-c4ccccc4)cs3)CC2)cc1	?
Cc1ccc(/C=N/Nc2cccc(C(=O)O)c2)s1	0%
Cc1ncc(CN2CCC(CO)(CCc3ccccc3)CC2)s1	-8%[57.5 µM]
CC(C)C(NC(=O)C(NC(=O)C1OC2OC(C)(C)OC2C2OC(C)(C)OC12)C(C)C)C(=O)O (centres undefined)	-3%
O=C(C(c1ccccc1)c1ccccc1)N1CCN(CCN2C(=O)c3cccc4cccc(c34)C2=O)CC1	3%
O=[N+]([O-])c1ccc(Cl)c(S(=O)(=O)n2ccnc2)c1	-11%[57.5 µM]
C/C(=N\NC(=O)c1ccc(Cn2cc(Br)cn2)o1)c1cccc(NC(=O)C(C)(C)C)c1	2%
Nc1nc2c(ncn2COC(CO)CO)c(=O)[nH]1	-9%[57.5 µM]
CC(=O)NS(=O)(=O)c1ccc(N)cc1	20%[57.5 µM]
O=C(CSCc1ccc(Br)cc1)N1CCCC1	-1%
COC(=O)c1ccc(NC(=O)CSc2nnc(Cc3cccn3C)n2-c2ccc(F)cc2)cc1	6%
O=C(c1nnc(Cc2ccc(Cl)cc2)o1)N1CCOCC1	4%
N#CCc1nn2c3c(cnc2c1C#N)C(=O)CCC3	-8%
CCOC(=O)C(NC(=O)c1ccccc1)(Nc1cccc(C)n1)C(F)(F)F (centres undefined)	1%
CC(C)C(=O)NC(NC(=S)NC1CCS(=O)(=O)C1)C(Cl)(Cl)Cl (centres undefined)	3%
COC(=O)N/N=C/c1cc(OC)c(O)c([N+](=O)[O-])c1	-2%
CCCNC(=O)Nc1ccc(NC(C)=O)cc1	-8%
CCOC(=O)c1c(C)[nH]c(C(=O)Nc2ccc(C)c(Cl)c2)c1C	-10%
Cc1ccc(C(=O)C(C)[n+]2cccc(C(N)=O)c2)cc1 (centres undefined)	-4%
c1ccc(-c2ccc3c(c2)NCCN3)cc1	-3%[57.5 µM]
CCCCCCn1c(CN2CCC(C)CC2)nc2c1c(=O)n(C)c(=O)n2C	-2%
COCOc1ccccc1C(=O)/C=C/c1ccccc1	-4%
CC(=O)c1c(C)nc(-c2ccc(OCC(=O)Nc3cccc(C)c3C)cc2)n1O	5%
Cc1ccc(-c2cc(C(F)F)n3ncc(C(=O)N4CCCc5ccccc54)c3n2)cc1	2%
CCCC(C)NC(=O)COC(=O)c1cccc(NS(C)(=O)=O)c1 (centres undefined)	-6%[57.5 µM]
O=C(NCc1ccco1)/C(=C\c1cccnc1)NC(=O)c1ccccc1F	3%
CN1C(=O)/C(=N\OC(=O)c2ccccc2Cl)c2ccccc21	-6%
C=C[C@]1(C)C[C@H]1[C@H](NP(=O)(c1ccccc1)c1ccccc1)c1ccccc1	-6%
Cc1nn(CCCC(=O)Nc2ccc(Br)cc2F)c(C)c1[N+](=O)[O-]	1%
CC1=C(C(=O)N2CCN(c3cc(C)ccc3C)CC2)C2(CCC(C)CC2)OC1=O (centres undefined)	5%
COC(=O)/C(=C1\OC(=O)C(c2ccccc2)C1=O)c1ccccc1 (centres undefined)	10%
CC(=O)NS(=O)(=O)c1ccc(NC(=O)COc2ccc(C(=O)c3ccccc3)cc2)cc1	5%
Cc1cccn2c(=O)c3cc(C#N)c(=NC(=O)c4cccs4)n(CC(C)C)c3nc12	-1%[57.5 µM]
Next structures:
SMILES	ERK EGF inh
COc1cccc(NC(=S)N(Cc2ccccn2)Cc2ccccc2Cl)c1	-3%
O=C(Nc1nnc(SCc2ccc(Cl)cc2)s1)C1CC(=O)N(Cc2ccccc2)C1 (centres undefined)	-2%
CCCNC(=O)Nc1ccc(F)c(Cl)c1	-1%
FC(F)(F)COc1cc(-c2nnc(SCc3ccccc3)n2Cc2ccco2)cc(OCC(F)(F)F)n1	-21%[57.5 µM]
CCOc1ccc(C(=O)Nc2nccs2)cc1[N+](=O)[O-]	0%
CN(C)CCCNC(=S)Nc1ccc(-c2ccccc2)cc1	7%[57.5 µM]
C=CCn1c(SCC(C)=O)nnc1-c1ccc2ncccc2c1	2%[57.5 µM]
CC(=O)c1c(C)[nH]c(C(=O)Nc2cc(S(=O)(=O)N(C)C)ccc2C)c1C	-5%[57.5 µM]
CNC(=O)c1cc(OCC(F)(F)F)ccc1OCC(F)(F)F	-6%
Cc1cccc(C)c1NC(=O)C1(N(Cc2ccco2)C(=O)Cn2nnnc2N)CCCCC1	5%
CNC(=S)N1CCN(C(c2ccccc2)c2ccccc2)CC1	0%
C/C(=N\NC(=O)COc1ccc(C(C)(C)C)cc1)c1ccccc1	?
O=C(NCC1CC1)[C@@H]1C[C@H]1[C@@H](NP(=O)(c1ccccc1)c1ccccc1)c1ccccc1	?
CN1C(=O)c2ccc(NC(=O)CCS(=O)(=O)c3ccccc3)cc2C1=O	0%
COc1ccccc1/C=N/OC(=O)c1ccc(F)cc1	0%[57.5 µM]
O=C(COC(=O)C1CC(=O)N(Cc2ccccc2)C1)Nc1ccc(Cl)cc1F (centres undefined)	0%
Cc1cccc(Nc2nc3c(s2)CCCC3)c1	-4%
COc1ccc(-c2cc(=O)oc3cc(OC(=O)C4CCCCC4)c(Cl)cc23)cc1	11%
COc1ccc(CCN2C(=NC(=O)CC(C)C)SC3CS(=O)(=O)CC32)cc1OC (centres undefined)	-14%[57.5 µM]
C=CCNC(=O)/C=C/c1c(F)cccc1Cl	4%
O=C(CCNS(=O)(=O)c1cccc2nonc12)NC1CCCCC1	-1%
Cn1cccc1C(=O)NC(=O)COC(=O)c1cc([N+](=O)[O-])ccc1Cl	0%
CS(=O)(=O)N(CCc1ccccc1)CC(=O)N1CCN(Cc2ccccc2)CC1	-2%
CCOC(=O)C1(Cc2cccc(OC)c2)CCCN(Cc2nccn2CC)C1 (centres undefined)	-9%
O=c1c2ccccc2oc2nc(-c3cccs3)n(CCc3ccccc3)c(=O)c12	-7%
Cc1cc(C(F)(F)F)n2nc(-c3cnn(C)c3C(F)(F)F)c(Br)c2n1	4%
C#CCNC(=O)C1=C[C@H](C)[C@@H](CCCO)[C@H](OCC)O1	1%[57.5 µM]
COc1ccc(-n2c(Cn3c(=O)sc4ccccc43)nnc2SC)cc1	-5%
S=c1[nH]nc(C2CCCCC2)n1/N=C/c1ccccn1	3%
C=CCn1c(N)cc(=O)nc1SCC(=O)Nc1ccc(C)cc1	-1%
COc1cccc(N2CN(CCc3ccccc3)CNC2=S)c1	-5%[57.5 µM]
CC(=O)C(Sc1nc(N(C)C)nc(N(C)C)n1)C(=O)Nc1ccccc1 (centres undefined)	-5%
CC1(C)CC(=O)C2=C(C1)OC1=C(C(=O)CC(C)(C)C1)C2(C)C	-5%
COC(=O)c1c(NC(=O)c2cccnc2Cl)sc(C(=O)N(C)C)c1C	2%
CC1(OC(=O)c2ccc(Cl)nc2)C(=O)C=C2C=C(c3ccc(C#N)cc3)OC=C2C1=O (centres undefined)	-11%&-6%
CC(C)=C1C2CCC1C(C(=O)Nc1cc(C)cc(C)c1)C2C(=O)O (centres undefined)	-4%
C=CCNC(=O)c1ccc2c(=O)n(CCCN3CCCC3=O)c(=S)[nH]c2c1	-7%
CCCC(=O)Nc1cc(S(=O)(=O)N(CC)CC)ccc1Cl	7%
CCCCn1c(=O)c(CCC(=O)OCC(=O)NC(=O)NCCC(C)C)nc2ccccc21	-10%
COC(=O)C(Cc1ccc(O)cc1)NC(=O)C12CC3CC(CC(C3)C1)C2 (centres undefined)	-5%
CCCn1c(SCC(=O)NCCc2ccccc2)nnc1-c1ccco1	2%
O=C(Nc1cccc(NC(=O)c2ncn[nH]2)c1)c1cccc(Cl)c1	1%
CN(C)/C=N/c1nc2nccc(-c3ccc(F)cc3)n2n1	-3%
CC(=O)NCc1ccc(S(=O)(=O)N/N=C/c2ccc(N(C)C)cc2)cc1	1%
CCOc1ccc(/C=C2/SC(=O)NC2=S)cc1	?
O=C(c1c[nH]c(C(=O)C(Cl)(Cl)Cl)c1)c1ccccc1Br	0%
COC(=O)c1cccc(N(C(=O)c2ccco2)C(C(=O)NC2CCCC2)c2ccco2)c1 (centres undefined)	-1%
Cc1cc(C)cc(N=Cc2[nH]c3ccc(Br)c(Cl)c3c2O)c1	5%
Fc1cccc(CSc2nnc3c(n2)[nH]c2ccccc23)c1	-11%[57.5 µM]
COc1cc(/C=N/Nc2nc(=O)[nH]nc2C)cc(OC)c1O	-3%
Cn1c(=O)[nH]c(=O)c2c1nc(NCCCn1ccnc1)n2Cc1cccc(Br)c1	-3%
N#CCNc1ccc([N+](=O)[O-])cc1C#N	3%[57.5 µM]
Nc1cc(-c2ccccc2)ccc1O	0%[57.5 µM]
O=C(NC1CC1)c1ccc(-c2ccccc2)cc1	37%
S=C(NCC1CCCO1)N1CCN(c2nc(-c3ccc(Cl)cc3)cs2)CC1 (centres undefined)	?
O=C(Nc1ncccn1)C12CC3CC(CC(C3)C1)C2	4%[57.5 µM]
COc1ccc(C)cc1NC(=O)C1COc2ccccc2O1 (centres undefined)	4%
CC(=O)Nc1cccc(/C(C)=N/NC(=S)NC(C)C)c1	0%
O=C(NC1CCCCC1)c1ccc(Cl)c(NC(=O)c2ccccc2F)c1	-14%
NC(=O)CSc1nnc(Cn2c(=O)sc3ccccc32)n1CCc1ccccc1	4%
The list goes on.
SMILES	ERK EGF inh
Nc1c(C(=O)Nc2ccc(F)cc2)nnn1-c1cccc(C(F)(F)F)c1	-5%
Cc1ccc(C)c(NCC(=O)NNC(=S)Nc2ccccc2)c1	-1%
CCCSc1ccc(-c2nn(-c3ccccc3)cc2/C=C(/C#N)C(=O)N2CCOCC2)cc1	7%
Fc1ccc2c(c1)C(c1ccncc1)=NNC(c1ccccc1)=N2	2%
COC(=O)[C@@]1(Cc2ccc(OC)cc2)[C@H]2c3cc(C(=O)N(C)C)n(Cc4ccccc4)c3C[C@H]2CN1C(=O)c1ccccc1	-2%
S=C(NCCc1ccccn1)NC1CC2CCC1C2 (centres undefined)	-4%[57.5 µM]
O=c1c2cc(NC(=S)NC3CCN(Cc4ccccc4)CC3)ccc2nc2n1CCCCC2	-8%

Among those listed so far, 14 contain an aryl methoxy group:
SMILES	ERK EGF inh
CCOc1ccc(Oc2nc(C)cc(OC)n2)nn1	-5%
COc1ccc(-c2csc(NC(=O)CCCc3cccs3)n2)cc1	-4%
COc1ccc(C2(O)CCN(CC(=O)Nc3nc(-c4ccccc4)cs3)CC2)cc1	?
COC(=O)N/N=C/c1cc(OC)c(O)c([N+](=O)[O-])c1	-2%
COc1cccc(NC(=S)N(Cc2ccccn2)Cc2ccccc2Cl)c1	-3%
COc1ccccc1/C=N/OC(=O)c1ccc(F)cc1	0%[57.5 µM]
COc1ccc(-c2cc(=O)oc3cc(OC(=O)C4CCCCC4)c(Cl)cc23)cc1	11%
COc1ccc(CCN2C(=NC(=O)CC(C)C)SC3CS(=O)(=O)CC32)cc1OC (centres undefined)	-14%[57.5 µM]
CCOC(=O)C1(Cc2cccc(OC)c2)CCCN(Cc2nccn2CC)C1 (centres undefined)	-9%
COc1ccc(-n2c(Cn3c(=O)sc4ccccc43)nnc2SC)cc1	-5%
COc1cccc(N2CN(CCc3ccccc3)CNC2=S)c1	-5%[57.5 µM]
COc1cc(/C=N/Nc2nc(=O)[nH]nc2C)cc(OC)c1O	-3%
COc1ccc(C)cc1NC(=O)C1COc2ccccc2O1 (centres undefined)	4%
COC(=O)[C@@]1(Cc2ccc(OC)cc2)[C@H]2c3cc(C(=O)N(C)C)n(Cc4ccccc4)c3C[C@H]2CN1C(=O)c1ccccc1	-2%
